Bioassay records: PubChem BioAssay, several laboratories
KLK5 inh: blocks human kallikrein 5 protease activity; Q9Y337; recombinant hK5, fluorogenic AMC substrate cleavage; inhibition, % at 5 µM; 0.59% of 210,000 active;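 active means inhibition of 40% or more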;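 further: 0% = enzyme controls without compound and 100% = no-enzyme blanks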
eIF4E 4G PPI: inhibitors of eIF4E and eIF4G interaction in translation initiation; TR-FRET eIF4E-eIF4GI(517-606) binding, 2 h; inhibition, % at 21.7 µM; 0.37% of 220,000 active; AID 782;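 further: 0% = full FRET control wells and 100% = background wells lacking eIF4GI fragment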
Rad51 HR inh: Rad51 (human) homologous recombination inhibition; hRad51 DNA strand exchange, fluorescence dequenching; 0.085% of 200,000 active; inhibition, % at 10 µM; Q06609;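 active means inhibition above 40% at the single screening dose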;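 further: 0% = DMSO control wells and 100% = blanks with heterologous ssDNA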
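material = hRad51 filaments on single-stranded DNA | reagent = Donor/quencher-labelled 47-bp dsDNA substrate | compound = 10 µM final, single point | schedule = strand-exchange reaction 15 min at room temperature | measured by = fluorescein emission 520 nm, excitation 485 nm | read-out basis = % inhibition versus plate control and blank means | benchmarks = plate controls and plate blanks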
Cl transport mod: modulates chloride dependent transport by human KCC2 | 2.2% of 190,000 active | B-score of Tl+ flux slope (higher = more flux/activation; lower = inhibition) at 10 µM | KCC2 cells, thallium flux FluoZin-2 fluorescence;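 active means thallium flux slope and its plate-corrected score both differing from the plate sample mean at a set confidence after two filtering rounds, in either direction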;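 further: slope of fluorescence scaled to starting intensity during 10 to 20 s after thallium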
EBV gp42 inh: inhibitors of Epstein-Barr virus glycoprotein 42 | 0.42% of 220,000 active | Q1HVG2 | inhibition, % (tested at 21.74 µM) | Fluorescence polarization binding assay, mP read-out | AID 1085; in the data active means inhibition above about 50%
Target sequence (Q1HVG2 whole entry, looked up): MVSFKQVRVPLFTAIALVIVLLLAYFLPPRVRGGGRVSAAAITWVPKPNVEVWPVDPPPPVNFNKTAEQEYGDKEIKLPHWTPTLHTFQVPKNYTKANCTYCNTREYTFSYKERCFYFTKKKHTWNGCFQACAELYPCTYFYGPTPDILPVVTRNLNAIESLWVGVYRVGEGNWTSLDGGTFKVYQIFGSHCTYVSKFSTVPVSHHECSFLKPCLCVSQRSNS
NCF1 inh: p47phox (human) inhibition | P14598 | p47phox/p22phox peptide binding, fluorescence polarization, 2 h | inhibition, % at 24.7 µM | 0.53% of 220,000 active | AID 1274;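 further: 0% = p47phox with labelled peptide and 100% = labelled peptide alone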
Target sequence (P14598 whole entry, looked up): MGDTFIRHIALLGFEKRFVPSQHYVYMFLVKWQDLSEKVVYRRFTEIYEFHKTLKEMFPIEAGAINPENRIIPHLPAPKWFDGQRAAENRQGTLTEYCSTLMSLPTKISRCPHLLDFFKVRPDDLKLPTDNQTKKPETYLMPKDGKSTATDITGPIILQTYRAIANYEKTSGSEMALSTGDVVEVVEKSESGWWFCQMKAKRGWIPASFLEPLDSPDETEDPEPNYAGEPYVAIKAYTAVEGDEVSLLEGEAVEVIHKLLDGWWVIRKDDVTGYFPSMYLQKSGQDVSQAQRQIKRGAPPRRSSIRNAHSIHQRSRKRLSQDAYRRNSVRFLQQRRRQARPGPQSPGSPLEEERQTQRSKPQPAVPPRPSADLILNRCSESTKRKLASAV
thrombin 1536: blocks human thrombin protease activity. P00734. alpha-thrombin, Boc-VPR-AMC fluorogenic substrate cleavage. inhibition, % at 5 µM. 0.26% of 220,000 active. AID 1046;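 active means inhibition at or above 40%; inactive means inhibition below 40%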;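 further: 0% = enzyme with no compound and 100% = wells without enzyme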
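Assay system: human alpha-thrombin enzyme. Reagent: Boc-VPR-AMC substrate, 15 µM final. Compound dosing: one concentration per compound, 5 µM, with 0.2% DMSO. Incubation: room-temperature reaction. Technique: AMC fluorescence, 355/460 nm. Measure: % inhibition relative to enzyme controls and enzyme-free blanks.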
14-3-3 Bad PPI: disrupts binding of bovine 14-3-3 zeta to phospho-Bad peptide; 0.71% of 220,000 active; TR-FRET 14-3-3zeta/Dy647-pBad peptide displacement, 1 h; inhibition, % at 21.7 µM; P63103; AID 781;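 active means inhibition above about 70%, limit read from the data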;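 further: 0% = full 14-3-3 plus peptide FRET controls and 100% = background without 14-3-3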
Target sequence (P63103 whole entry, looked up): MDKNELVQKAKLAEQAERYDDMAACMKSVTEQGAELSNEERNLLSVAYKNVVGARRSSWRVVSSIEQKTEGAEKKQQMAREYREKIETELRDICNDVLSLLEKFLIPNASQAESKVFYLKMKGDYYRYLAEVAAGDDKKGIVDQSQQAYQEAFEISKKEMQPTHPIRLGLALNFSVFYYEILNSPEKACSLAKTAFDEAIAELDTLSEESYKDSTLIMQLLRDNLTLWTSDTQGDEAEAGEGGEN
Furin inh: human furin inhibition | purified furin, fluorogenic substrate cleavage | inhibition, % at 30 µM | 0.061% of 220,000 active | P09958; in the data active means inhibition above about 25%; further: inactives centre near -15
Starred values were filed as active, the others as inactive; . = not tested or not shown; [ ] = another dose, or the depositor's remark.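 How the source made its calls, unless noted: active means inhibition above about 30% (limit read from the data); inactive means the rest.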

SMILES	KLK5 inh	eIF4E 4G PPI	Rad51 HR inh	Cl transport mod	EBV gp42 inh	NCF1 inh	thrombin 1536	14-3-3 Bad PPI	Furin inh
CC1(c2nnc(-c3ccccc3)o2)CC(c2ccc(Cl)cc2)=NO1 (stereo unspecified)	5	-4	4	-0.0033	-2	-4	1	-5	-32
CO/N=C\CC(=O)Nc1ccc(Oc2ccccc2)cc1	-5	0	5	0.46	0	-4	-6	-8	-13
COc1ccc(CCNC(=O)Cc2ccc(OCc3ccccc3)c(OC)c2[N+](=O)[O-])cc1OCc1ccccc1	-10	5	.	-0.19	-9	-9	-4	-2	-8[20 µM]
Cc1nc2c(=O)[nH]c3ccccc3c2o1	-1	6	-7	0.35	-3	3	-5	-20	-19
COc1cccc(OCC(=O)NNC(=O)C(=O)N2CCCC2)c1	-14	4	18	-0.065	-12	0	-6	2	-14
CCOC(=O)c1nc2ccccc2c(=O)[nH]1	3	6	-24	.	-3	0	-3	3	-1
O/N=C/c1cn(-c2ccccc2)nc1-c1cccnc1	-6	1	4	-0.13	-3	-13	-10	-4	-24
COc1cc(OC)cc(C(=O)NCCCN2CCN(CCCNC(=O)c3cc(OC)cc(OC)c3)CC2)c1	-21	0[fluorescence artefact?]	-2	-0.53	-2	3	-4	11[fluorescence artefact?]	-24
CN(C)CC(C)(C)NS(=O)(=O)c1ccc(Cl)cc1	8	4[fluorescence artefact?]	-2	0.79	-15	-6	-3	7[fluorescence artefact?]	-18
CC(C)CNC(=O)c1ccccc1Oc1ccccc1	-2	4[fluorescence artefact?]	8	0.39	-3	5	3	1	-8[20 µM]
CCN(CC)P(=O)(Nc1ccc(SC(F)F)cc1)c1ccc(N(C)C)cc1NC(=O)c1ccco1 (stereo unspecified)	-6	0	-4	-1.1	-14	-63	10	-8	-37
COc1ccc(-c2cc(-c3ccc(O)cc3)nc(N)c2C#N)cc1OC	-4	-3	.	-1.9	-12	-17	-10	-10	-22
CCOc1cc(C2C3=C(CC(C)(C)CC3=O)Nc3n[nH]c(C)c32)ccc1O (stereo unspecified)	-5	-3	-10	-0.13	-9	2	-4	-3	3
C=CCNC(=S)/C(=C(\[O-])c1ccc(Cl)cc1)[n+]1ccccc1	2	2	-3	0.23	-3	-6	0	29	-14
COc1ccc(C(C)(C)C)cc1NC(=O)CNc1cccc2ccccc12	-2	3[fluorescence artefact?]	-9	0.76	-9	-18	-2	-2	-19
O=C(CSc1ncn[nH]1)N1CCN(S(=O)(=O)c2ccc(Cl)cc2)CC1	11	3	2	.	-3	2	-6	10	7[20 µM]
CCOc1ccccc1/C=C(/NC(=O)c1ccccc1)C(=O)NC(C)c1ccccc1 (stereo unspecified)	-9	21[fluorescence artefact?]	0	-1	-1	-9	-5	-1[fluorescence artefact?]	-15
COc1ccccc1CCc1nnc(CCC(=O)NC(C)Cc2cccs2)o1 (stereo unspecified)	-2	0	-4	-1.6	-16	4	-8	-10	-31
COc1cc2c(c(OC)c1OC)-c1c(cc3c(c1O)OCO3)C[C@@H](C)[C@@H](C)C2	-1	-4	-3	0.38	7	-5	-1	-6	-15
O=C(COc1ccc(Cl)cc1)Nc1ccc(Cl)cn1	-13	4	-5	.	-24	-1	-6	82*	-12
Cc1cccc2c(CC(=O)O)noc12	-10	5	-3	-0.57	-14	-10	-6	13[fluorescence artefact?]	-18
CCOC(=O)CCCc1ccc(/C(C)=N/NC(N)=S)cc1	2	-2	2	0.99	-19	-2	-1	-4	-17
Cc1cc(C)c(NC(=O)c2ccc(CN3CCc4ccccc4C3)cc2)c(C)c1	-16	-1	-7	0.1	-15	-10	1	6	-22[20 µM]
CCCCCCn1c(SCCCC)nc2c1c(=O)[nH]c(=O)n2C	-13	-2[fluorescence artefact?]	3	-0.19	-46	2	2	12[fluorescence artefact?]	-4[20 µM]
Cc1cccc(OCC(=O)NC(=S)Nc2ccc(S(=O)(=O)NC3CCCCC3)cc2)c1	-11	-7	12	-1.8	0	-1	-8	-4	-4[20 µM]
CNC(=O)c1cc(C(=O)c2ccc(C(F)(F)F)cc2F)c[nH]1	-3	-3	20	0.75	-21	-12	-9	-8	-27
Cc1[nH]c(N=Nc2ccccc2)nc1N=Nc1ccccc1	-22	-2	7	76*	-14	-4	-2	-4	-22
CCOc1ccc(N2C(=O)CN(c3cccc4ccccc34)C2=S)cc1	5	1	3	0.8	-10	-2	2	-4	-13
Cc1cnc(C(=O)OCC(=O)Nc2ccc(C)c(S(=O)(=O)N(C)C)c2)cn1	0	-2	0	0.071	-19	5	0	-2	-27
CCN(CC)C(=S)NC(=O)C12CC3CC(CC(C3)C1)C2	3	-3	6	20*	-17	0	-5	-8	-31
CCN(c1ccc(NC(=O)COC(=O)c2ccc(C)s2)cc1)C(C)C	-3	10	2	-2.2	0	-8	-8	2	-18
CCC(C)OC(=O)n1ccc(C(=O)Nc2nccs2)n1 (stereo unspecified)	9	-3	7	1.6	-6	-3	25	-9	-24[20 µM]
C/C(=N\NC(=O)C(N)=O)c1ccc(NC(=O)c2cccs2)cc1	-8	-3	0	-0.092	7	2	-6	41	-11
Cc1ccc(-c2oc3ncnc(N)c3c2-c2ccc(C)cc2)cc1	-47	-10[fluorescence artefact?]	4	1.9	-6	-17	-14	-6[fluorescence artefact?]	-18[20 µM]
CC1(C)CC(=O)C2=C(C1)OC1=C(C(=O)CC(C)(C)C1)C2c1cc([N+](=O)[O-])cc([N+](=O)[O-])c1O	-2	-3	2	.	0	-10	-6	6	-22
COc1ccc(NC(=O)C(NC(=O)c2ccc(=O)[nH]c2)c2ccc(C)cc2)cc1 (stereo unspecified)	-16	12	7	-0.14	-16	-10	-9	-23	-16

Among those listed so far, these contain a nitro group on carbon.
SMILES	KLK5 inh	eIF4E 4G PPI	Rad51 HR inh	Cl transport mod	EBV gp42 inh	NCF1 inh	thrombin 1536	14-3-3 Bad PPI	Furin inh
COc1ccc(CCNC(=O)Cc2ccc(OCc3ccccc3)c(OC)c2[N+](=O)[O-])cc1OCc1ccccc1	-10	5	.	-0.19	-9	-9	-4	-2	-8[20 µM]
CC1(C)CC(=O)C2=C(C1)OC1=C(C(=O)CC(C)(C)C1)C2c1cc([N+](=O)[O-])cc([N+](=O)[O-])c1O	-2	-3	2	.	0	-10	-6	6	-22

Continuation.
SMILES	KLK5 inh	eIF4E 4G PPI	Rad51 HR inh	Cl transport mod	EBV gp42 inh	NCF1 inh	thrombin 1536	14-3-3 Bad PPI	Furin inh
CC(C)Sc1nc2ncnc(N)c2[nH]1	-1	-1	.	1.2	-7	-1	6	-7	-15
O=C(O)CNc1ccccc1C(=O)O	-1	-3	.	-0.27	-12	-15	-8	12	-57
COc1ccc(OC)c(S(=O)(=O)N(C)CC(=O)Nc2ccc3c(c2)OCO3)c1	-9	1	4	1.2	8	-2	-4	3	16[20 µM]
Cc1cc(C)cc(N(C(=O)c2snc(C(N)=O)c2N)C(C(=O)NCC2CCCO2)c2cccs2)c1 (stereo unspecified)	-25	4	3	-2.1	10	-13	-4	-4	-10
CCS(=O)(=O)c1ccc(O)c(NC(=O)/C=C/c2ccc(Cl)cc2)c1	2	-1	9	-0.38	13	-6	-3	1	-19
CC1=NN(Cc2ccccc2)C(=O)C1C(c1ccccc1)C(C#N)C#N (stereo unspecified)	-6	3	-1	0.92	-16	-6	3	-7	-8[20 µM]
Cc1ccc(C)c2nc(N3CCCC3)c(C#N)cc12	-8	1	6	0.74	-9	-16	-4	-6	-17
CC1=CCP(=O)(c2ccccc2)C1 (stereo unspecified)	2	6	1	0.16	-16	-7	-14	-1	-29
O=C(CNC(=O)c1ccc(Cl)cc1Cl)NCC(=O)Nc1ccccc1N1CCOCC1	0	.	5	.	-10	5	5	.	-21
CC(=O)Nc1ccc(S(=O)(=O)N2CCN(c3ccccn3)CC2)cc1	-19	2[fluorescence artefact?]	4	.	-2	-8	-1	10[fluorescence artefact?]	-8[20 µM]
C=C(c1ccc(OCCO)cc1)c1ccc(OCCO)cc1	-5	-2	.	0.0065	1	-7	4	-3	-20[20 µM]
Cc1cccc(NC(=O)N(Cc2nc3ccccc3c(=O)[nH]2)C2CCCC2)c1	-12	-5	4	.	-14	-2	7	-6	-7
O=C(NC(=S)Nc1ccccc1N1CCOCC1)c1ccco1	0	7	-4	18*	0	3	-6	-9	-11
COc1ccc2nc(NC(=O)c3cc(S(=O)(=O)N4CCOCC4)ccc3C)sc2c1	-2	-5	7	-2.5	-22	-6	3	-19	-10[20 µM]
CCOC(=O)N1CCN(C(=O)CSCC(=O)N=c2sc3ccccc3n2C)CC1	-4	2	105*	.	-10	-2	-4	-20	-5[20 µM]

Reformatted: entries from further up
| structure | KLK5 inh | eIF4E 4G PPI | Rad51 HR inh | Cl transport mod | EBV gp42 inh | NCF1 inh | thrombin 1536 | 14-3-3 Bad PPI | Furin inh |
| --- | --- | --- | --- | --- | --- | --- | --- | --- | --- |
| Cc1cc(C)cc(N(C(=O)c2snc(C(N)=O)c2N)C(C(=O)NCC2CCCO2)c2cccs2)c1 (stereo unspecified) | -25 | 4 | 3 | -2.1 | 10 | -13 | -4 | -4 | -10 |
| CCS(=O)(=O)c1ccc(O)c(NC(=O)/C=C/c2ccc(Cl)cc2)c1 | 2 | -1 | 9 | -0.38 | 13 | -6 | -3 | 1 | -19 |
| CC1=NN(Cc2ccccc2)C(=O)C1C(c1ccccc1)C(C#N)C#N (stereo unspecified) | -6 | 3 | -1 | 0.92 | -16 | -6 | 3 | -7 | -8[20 µM] |
| Cc1ccc(C)c2nc(N3CCCC3)c(C#N)cc12 | -8 | 1 | 6 | 0.74 | -9 | -16 | -4 | -6 | -17 |
| CC1=CCP(=O)(c2ccccc2)C1 (stereo unspecified) | 2 | 6 | 1 | 0.16 | -16 | -7 | -14 | -1 | -29 |
| O=C(CNC(=O)c1ccc(Cl)cc1Cl)NCC(=O)Nc1ccccc1N1CCOCC1 | 0 | . | 5 | . | -10 | 5 | 5 | . | -21 |
| CC(=O)Nc1ccc(S(=O)(=O)N2CCN(c3ccccn3)CC2)cc1 | -19 | 2[fluorescence artefact?] | 4 | . | -2 | -8 | -1 | 10[fluorescence artefact?] | -8[20 µM] |
| C=C(c1ccc(OCCO)cc1)c1ccc(OCCO)cc1 | -5 | -2 | . | 0.0065 | 1 | -7 | 4 | -3 | -20[20 µM] |
| Cc1cccc(NC(=O)N(Cc2nc3ccccc3c(=O)[nH]2)C2CCCC2)c1 | -12 | -5 | 4 | . | -14 | -2 | 7 | -6 | -7 |
| O=C(NC(=S)Nc1ccccc1N1CCOCC1)c1ccco1 | 0 | 7 | -4 | 18* | 0 | 3 | -6 | -9 | -11 |
| COc1ccc2nc(NC(=O)c3cc(S(=O)(=O)N4CCOCC4)ccc3C)sc2c1 | -2 | -5 | 7 | -2.5 | -22 | -6 | 3 | -19 | -10[20 µM] |
| CCOC(=O)N1CCN(C(=O)CSCC(=O)N=c2sc3ccccc3n2C)CC1 | -4 | 2 | 105* | . | -10 | -2 | -4 | -20 | -5[20 µM] |
